# Screens from PubChem.
# phage Ecoli inh = growth loss of phage-infected E. coli, primary screen, RecBCD inhibitor project, absorbance, with phage, HTS; inhibition, % at 11.9 µM; hit rate 0.26% among 360,000; AID 651602, 2012; in the data active = inhibition above about 11%
# PKA-R1A act = activators of PKA-R1A holoenzyme, primary screen, biochemical, fluorescence polarization, Cy5-IP20, bovine R1A, mouse PKAc. PKA-R1A dissociation; scaled: DMSO 0%, 113 µM cGMP 100%. cAMP-dependent protein kinase type I-alpha regulatory subunit (Bos taurus) + …. activation, % at 11.4 µM. hit rate 0.083% among 340,000;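 active = percent activation above the mean of all tested compounds plus 3 SD, cut at about 19% in these data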;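 also: higher means more PKAc released from R1A so a rise in polarization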
# DAGLB inhibitor = DAGLB lipase inhibitors, primary screen, biochemical, fluorescence, HTS; Diacylglycerol lipase-beta (Homo sapiens), Q8NCG7; HEK293T DAGLB membrane lysate, EnzChek fluorogenic substrate; hit rate 0.059% among 340,000; inhibition, % at 5.17 µM; AID 504411, 2011; in the data active = inhibition above about 34%;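 also: 0% = enzyme with vehicle and 100% = wells lacking enzyme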
# Target sequence (Q8NCG7 whole entry, looked up): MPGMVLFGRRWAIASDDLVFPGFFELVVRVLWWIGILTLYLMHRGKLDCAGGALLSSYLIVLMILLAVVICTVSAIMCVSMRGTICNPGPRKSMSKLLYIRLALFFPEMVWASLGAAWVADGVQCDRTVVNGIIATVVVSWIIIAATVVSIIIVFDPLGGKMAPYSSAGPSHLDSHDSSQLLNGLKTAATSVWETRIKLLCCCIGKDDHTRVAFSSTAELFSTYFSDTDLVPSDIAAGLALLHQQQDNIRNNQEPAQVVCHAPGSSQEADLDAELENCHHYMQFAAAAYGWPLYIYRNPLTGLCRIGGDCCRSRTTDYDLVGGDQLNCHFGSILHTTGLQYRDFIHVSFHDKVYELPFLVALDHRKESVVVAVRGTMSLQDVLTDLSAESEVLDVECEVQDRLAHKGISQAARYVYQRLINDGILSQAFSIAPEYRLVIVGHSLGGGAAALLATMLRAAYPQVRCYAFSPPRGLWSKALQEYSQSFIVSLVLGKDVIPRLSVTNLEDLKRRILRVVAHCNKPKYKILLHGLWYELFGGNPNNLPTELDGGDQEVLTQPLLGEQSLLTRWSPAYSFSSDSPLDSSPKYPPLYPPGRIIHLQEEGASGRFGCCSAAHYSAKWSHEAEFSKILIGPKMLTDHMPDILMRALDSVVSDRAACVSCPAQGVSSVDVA
# Ecoli viability = E. coli V3065 growth inhibition, primary screen, counter-screen for AddAB inhibitor project, absorbance, OD600; hit rate 0.27% among 330,000; inhibition, % at 11.9 µM; 18 h; AID 449728, 2010;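 active = inhibition above the campaign's mean inhibition across all tested compounds plus 3 SD, cut at about 9.9% in these data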;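 also: uninfected addAB+ strain grown without phage in ampicillin broth; 0% = DMSO wells and 100% = ciprofloxacin 0.95 µg/ml wells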
# HTR5A ag = HTR5A agonists in luminescence cell assay, primary screen, counter-screen for OPRM1-OPRD1 heterodimer agonist project, full-deck HTS. 5-hydroxytryptamine receptor 5A (Homo sapiens), P47898. cell-based. activation, % at 9.3 µM. hit rate 0.61% among 340,000. AID 504692, 2011; in the data active = activation mostly above about 9.5%, no sharp cut-off; inactive = mostly below about 7.6%;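 also: 0% = cells with vehicle only and 100% = reference agonist; strong numbers were not always called active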
# Target sequence (P47898 whole entry, looked up): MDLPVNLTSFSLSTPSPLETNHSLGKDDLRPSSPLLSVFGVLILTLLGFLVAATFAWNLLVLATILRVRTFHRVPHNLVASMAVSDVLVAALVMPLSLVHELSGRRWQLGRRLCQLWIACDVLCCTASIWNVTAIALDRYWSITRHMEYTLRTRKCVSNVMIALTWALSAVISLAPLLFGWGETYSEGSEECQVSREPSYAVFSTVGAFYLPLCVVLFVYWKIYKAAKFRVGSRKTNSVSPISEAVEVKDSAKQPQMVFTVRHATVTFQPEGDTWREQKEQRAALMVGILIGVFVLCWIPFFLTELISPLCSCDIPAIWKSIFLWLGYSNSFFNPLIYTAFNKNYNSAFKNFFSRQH
# CDK5 inh = inhibitors of human CDK5/p35 kinase, primary screen, biochemical, single concentration | Recombinant CDK5/p35, ADP-Glo luminescence, 60 min | inhibition, % at 10 µM | hit rate 0.01% among 330,000;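 active = highest replicate inhibition of at least 50% and at least 75% of replicates reaching 50%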;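 also: plate controls were DMSO neutral control for no effect and GW8510 at 10 µM for full effect; many of its hits are not listed in these tables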
# PKA-R2B act = activators of PKA-R2B holoenzyme, primary screen, biochemical, fluorescence polarization, Cy5-IP20, human | cAMP-dependent protein kinase catalytic subunit beta (Homo sapiens) + cAMP-dependent … | PKA-R2B holoenzyme dissociation; R2B truncated from residue 108, S112A mutant; 0% DMSO only, 100% 113 µM cGMP | activation, % at 11.4 µM | hit rate 0.079% among 340,000;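 active = activation above a cutoff set at the mean over all compounds plus 3 SD, cut at about 18% in these data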;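 also: higher means more holoenzyme dissociation and a rise in polarization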
# SUMO Mot1 rescue = yeast Mot1-301 growth rescue at high temperature, primary screen, SUMOylation pathway inhibitor project, S. cerevisiae, ATP luminescence, 38.5C; S. cerevisiae Mot1-301 growth rescue; percent above DMSO median, 100 means doubled; growth rescue, % at 18.8 µM; hit rate 1% among 320,000;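 active = every valid replicate shows activation above 250% relative to neutral control wells; inactive = the rest, any valid replicate at or below 250%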;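 also: OY570 slx delta 5 strain wells were the positive control but not used for scaling; some compounds called inactive have numbers as strong as hits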
# Tat export inh = E. coli Tat export inhibitors, primary screen, MC4100, TorA-mCherry reporter, fluorescence, single point; inhibition, % at 10 µM; hit rate 0.036% among 340,000;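 active = mean replicate inhibition at least 50% and at least half of replicates individually reaching 50%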;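 also: exported cargo escapes ClpAP degradation while cytoplasmic cargo is degraded and loses fluorescence; 0% = median of neutral control wells and 100% = median of NaSCN control wells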
# AddAB inh = growth inhibition of E. coli expressing H. pylori AddAB, primary screen, AddAB inhibitor project, absorbance. inhibition, % at 11.9 µM. hit rate 0.29% among 330,000. AID 435030, 2010; in the data active = inhibition above about 12%;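 also: 0% = vehicle wells of infected cells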
# HTR5A inv ag = HTR5A inverse agonists in luminescence cell assay, primary screen, counter-screen for OPRM1-OPRD1 heterodimer inverse agonist project, full-deck HTS; 5-hydroxytryptamine receptor 5A (Homo sapiens), P47898; HTR5A cell line, inverse agonism; inhibition, % at 9.3 µM; hit rate 0.083% among 340,000; AID 504634, 2011; in the data active = inhibition mostly above about 23%, no sharp cut-off; inactive = mostly below about 18%;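 also: 0% = cells with DMSO and 100% = no-cell wells with DMSO; some compounds called inactive have numbers as strong as hits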
# * hit, by the source's call; / = no result given.
SMILES,phage Ecoli inh,PKA-R1A act,DAGLB inhibitor,Ecoli viability,HTR5A ag,CDK5 inh,PKA-R2B act,SUMO Mot1 rescue,Tat export inh,AddAB inh,HTR5A inv ag
O=C(CSc1nnc(CNC(=O)c2ccccc2F)o1)Nc1ccc2c(c1)OCCO2,2.2,2.1,0.5,0.1,-0.4,0.8,0.9,-8.0,0.7,-1.5,-17.3
Cc1cc(Nc2ccc(F)c(Cl)c2)n2nc(C)nc2n1,1.2,2.4,-2.6,1.2,-7.2,-1.5,-1.0,-16.2,10.0,-0.3,18.9
CCCc1cc(N2CCCC(C(=O)NCC)C2)n2ncnc2n1 (stereo unspecified),2.7,-7.9,1.0,-1.6,-3.6,5.5,-14.1,6.1,-6.9,-1.6,16.4
Cn1cnc(C(=O)NC2CCN(C(=O)OC(C)(C)C)CC2)c1C(=O)NC1CCN(C(=O)OC(C)(C)C)CC1,3.0,-3.3,-1.1,1.5,0.0,-1.3,8.2,-19.3,-11.9,0.9,12.5
Cc1nnc(NC(=O)c2cccc(S(=O)(=O)N3CCc4ccccc43)c2)s1,3.4,3.5,1.6,1.6,-3.6,-2.2,-7.0,/,-9.0,0.3,10.0
CN(NC(N)=O)c1ncc(C(F)(F)F)cc1Cl,0.2,-10.9,-2.4,0.2,1.6,-1.1,-13.1,6.8,4.1,5.0,12.7
CCn1c(SCc2ccc(C(=O)Nc3cc(C)cc(C)c3)cc2)nnc1-c1ccncc1,2.5,-11.3,-0.8,0.3,9.8,1.3,-10.1,25.7,-1.0,2.7,-24.8
COc1ccccc1-c1oc2ccccc2c1C#CCO,3.4,-7.5,-2.1,-1.3,1.1,-0.5,-5.5,-17.0,-3.7,2.2,-2.8
COC(=O)c1ccc(Cn2c(CN3CCOCC3)nc3ccccc3c2=O)o1,4.6,1.1,-1.3,1.2,3.8,1.6,1.5,-7.2,1.7,1.0,-10.3
CCCCC(=O)OCC(=O)C1(O)Cc2c(O)c3c(c(O)c2C(OC2CC(NC(=O)C(F)(F)F)C(O)C(C)O2)C1)C(=O)c1c(OC)cccc1C3=O (stereo unspecified),4.7,-1.8,26.6,/,-2.8,-0.5,-6.5,/,-10.0,/,10.9
Cc1cccc(-n2c(SCC(=O)N3CCCC3)nnc2-c2ccccn2)c1C,-2.2,-10.8,0.2,-1.5,-1.7,0.4,-6.5,57.9,-3.4,1.4,-11.5
Cc1nc(N)nc(N/N=C/c2ccccc2)n1,3.1,-10.7,-3.1,1.7,5.0,1.8,-1.6,325.0,3.0,1.5,-14.9
Cc1nccn1-c1c([N+](=O)[O-])c(=O)n(C)c2ccccc12,2.4,-0.7,1.4,-1.1,-0.7,-0.1,-1.3,-1.5,-5.8,1.2,-9.4
CC(=O)Nc1ccc(S(=O)(=O)Nc2ccc3c(c2)CCC3)cc1,1.5,-6.6,-2.9,0.2,7.5,0.0,-6.0,57.5,15.8,1.4,-20.1
CN(C(=O)COc1cccc(C#N)c1)C1CCS(=O)(=O)C1 (stereo unspecified),-0.6,-0.3,0.3,1.2,8.5,-0.2,-1.8,14.0,-0.5,-0.2,-21.1
COc1ccc(C(=O)NC(=S)N2CCCCC2c2cccnc2)cc1OC (stereo unspecified),1.5,-2.8,-2.0,-1.8,-3.0,2.3,-1.1,-4.4,1.2,3.0,-6.6
Nc1nc(-c2ccc3c(c2)CCO3)cs1,2.8,-4.3,1.4,0.8,0.6,-2.7,-8.3,-14.6,1.7,5.6,-33.8
COc1ccccc1-n1cc(-c2ccc([N+](=O)[O-])cc2)[nH]c1=S,3.6,-2.1,4.2,-0.6,-3.7,-0.1,3.0,-3.8,-1.6,1.8,9.6
Cn1c(N)c(C(=O)CSc2nnc(C3CC3)n2-c2ccccc2)c(=O)[nH]c1=O,-0.8,2.6,2.1,-0.3,1.1,-4.7,-0.4,-1.4,3.1,2.7,-4.4
COc1ccc(OCc2cc(C(=O)NCC(C)(C)N3CCOCC3)no2)c(Cl)c1,1.6,-17.3,0.7,0.0,-0.7,1.9,-18.1,10.6,-4.9,-0.2,-7.7
Cc1ccc2cc(C(c3nnnn3CC3CCCO3)N3CCCC4(CCCCC4)C3)c(=O)[nH]c2c1 (stereo unspecified),-0.6,-0.1,-0.3,/,-3.1,1.7,0.5,/,-4.5,/,6.5
CCOC(=O)C1OC2(CCCC2)OC1C(=O)OCC (stereo unspecified),0.1,-3.0,-0.4,/,-0.7,0.4,6.7,/,0.5,/,2.6
CC1(C)Cc2c(sc3ncn(N)c(=N)c23)CO1,3.0,-1.9,0.6,1.3,-2.6,-0.5,-3.5,-19.3,-4.7,2.8,24.5
COP1(=O)C=C[C@H](N(Cc2ccccc2)S(=O)(=O)c2ccccc2[N+](=O)[O-])[C@@H](C)O1 (stereo partly specified),-0.4,-0.6,1.8,-1.4,4.0,-3.8,-12.8,-1.9,8.4,0.9,-7.3
CCn1cc(C(=O)N2CC(C)CC(C)C2)c(=O)c2cc(S(=O)(=O)N(C)C)ccc21 (stereo unspecified),0.8,-2.7,0.9,-0.2,0.3,2.9,-5.0,38.9,-7.2,1.1,-0.8
# Remaining list, next part
SMILES,phage Ecoli inh,PKA-R1A act,DAGLB inhibitor,Ecoli viability,HTR5A ag,CDK5 inh,PKA-R2B act,SUMO Mot1 rescue,Tat export inh,AddAB inh,HTR5A inv ag
CCOC(=O)c1sc(NC(=O)CSc2nc(C)cc(C(F)(F)F)n2)c(C#N)c1C,5.2,-7.4,-0.6,-1.9,-1.2,-0.9,2.3,-11.9,-2.4,0.0,-10.2
COCCN(C(=O)c1ccccc1F)c1c(N)n(Cc2ccccc2)c(=O)[nH]c1=O,3.0,-8.8,0.2,2.2,-1.5,0.0,-8.0,0.8,2.2,-0.6,-2.0
Nc1cc(C(F)(F)F)ccc1NCCc1ccccn1,3.2,-5.0,0.3,-3.1,2.3,-1.6,-4.3,45.9,-0.2,-1.2,-8.0
CCOc1ccccc1NC(=O)c1cccc(NC(=O)C(C)C)c1,2.4,-3.0,-2.6,-0.6,-2.0,0.4,5.7,3.9,-0.9,4.7,5.3
O=C(Nc1c2n(c(=S)n(-c3ccccc3)c1=O)CCCCC2)c1ccccc1,-2.1,2.7,-2.5,-1.0,-3.7,0.0,-8.5,-3.1,5.7,-0.6,9.3
CN1CCC(Oc2ccccc2Sc2ccc(C(F)(F)F)cc2)CC1,5.4,-12.4,-0.9,1.3,2.7,1.0,3.1,2.3,3.5,1.3,-7.1
Cc1ccc(S(=O)(=O)/N=C(/NC(=S)Nc2cccc(C)c2)c2ccccc2)cc1,0.5,-1.6,-4.3,1.3,-2.8,-0.1,-14.6,26.4,6.3,0.4,-0.5
COc1ccc(-c2cc(-c3ccc(Br)cc3)nc3ncnn23)cc1OC,2.3,-7.8,-4.0,-1.3,3.1,3.0,-7.7,29.8,3.0,-0.8,-13.5
CCOc1ccc(N2C(=O)CN(CC(=O)OC)C2=S)cc1,3.8,0.4,1.1,1.4,-0.3,-2.6,-2.9,9.9,-3.6,2.3,0.8
CCOc1ccc(CN2CCN(Cc3c[nH]c4ccccc34)CC2)cc1,-1.5,-3.4,-1.5,-2.2,5.4,-1.1,3.8,-22.3,-8.3,-1.1,-19.3
COc1ccc2nc(N3CCCCC3)c(/C=C3\SC(=S)NC3=O)cc2c1,2.2,3.7,1.6,0.7,4.8,0.2,7.2,149.1,-5.0,0.8,-8.7
Cn1nc(C(=O)NCc2ccccc2)c2ccccc2c1=O,2.2,-3.6,-2.0,-1.0,-0.7,1.8,-7.6,-5.8,-5.8,0.7,-32.4
CCOc1ccc(Nc2nc(Cc3nnc(SCC(=O)NCc4ccco4)n3CC)cs2)cc1,-1.1,-0.1,4.7,-2.2,4.3,1.0,-3.3,-12.0,10.4,-0.8,-19.2
O=C1c2ccccc2CCC1C(O)c1ccccn1 (stereo unspecified),0.1,-13.6,-3.4,3.1,3.3,-0.8,-15.0,177.9,-10.2,1.9,-33.7
NC(=O)N/N=C/C=C/c1ccc(F)cc1,0.7,7.1,-3.2,-0.2,0.3,-1.1,0.7,-10.3,1.6,-0.3,-14.6
O=C(CCCCC(=O)NCCCc1ccccc1)NCCCc1ccccc1,2.6,-3.7,-1.6,0.9,3.2,0.1,-0.8,-10.4,9.0,5.5,-18.1
CSc1ccc(CN2CCC(Oc3cccc(C(=O)N4CCCC4)c3)CC2)cc1,0.5,5.2,0.3,0.9,6.9,-2.3,4.0,106.8,-5.6,1.7,0.4
FC(F)(F)c1ccc(Sc2n[nH]c(C(F)(F)F)n2)nc1,3.0,-9.8,0.4,-0.8,3.1,0.4,-7.8,7.4,2.7,0.4,-24.3
CCCOc1ccc(C(CC(=O)O)NC(=O)c2sc3ccccc3c2Cl)cc1 (stereo unspecified),3.1,4.4,3.2,-4.8,2.4,0.9,-12.4,22.4,1.5,-0.8,-4.2
Nc1ccc2c(c1)OC1(CCCCC1)O2,-0.1,-1.5,0.6,/,1.0,-0.9,-4.0,/,0.8,/,15.0
CC(C)CC1(C)NC(=O)N(CC(=O)Nc2ccc3c(c2)CCC3)C1=O (stereo unspecified),3.6,-1.9,1.1,2.2,2.1,2.3,5.0,-24.0,-1.6,5.2,-24.4
C/C(=N/NC(=O)c1sc(NS(=O)(=O)c2ccccc2)nc1C)c1ccccc1,3.2,4.6,5.5,-0.4,-3.2,-0.4,1.1,-8.6,-1.5,3.9,8.4
CC(NC(=O)OC(C)(C)C)C(=O)Oc1ccc2ccc(=O)oc2c1 (stereo unspecified),0.9,-2.7,-1.3,0.5,-2.3,-0.8,-3.7,-13.7,-19.2,3.6,6.8
COCCn1c(SCC(=O)N2CC(=O)Nc3ccccc32)nc2ccccc21,2.7,5.2,0.2,-2.8,3.0,-0.7,-2.9,-3.1,9.4,2.2,-1.2
CN1CCN(C(=O)/C=C/c2cccc(Cl)c2)CC1,1.5,-9.0,-1.3,1.9,-1.2,1.1,1.8,89.7,-3.8,5.1,11.1
CCOC(=O)c1sc(Nc2ccc(C)cc2C)nc1C,2.1,-20.0,-4.6,0.6,1.0,0.2,-11.5,129.4,4.4,0.0,-9.1
Cc1ccc(CNC(=O)c2ccc(Cl)cc2[N+](=O)[O-])cc1,3.1,-5.3,-0.5,0.8,-3.4,-2.7,-4.5,328.5,5.6,1.5,5.0
